Source: PubChem (several laboratories)
MC4R barr agon: activates human MC4R beta-arrestin recruitment; U2OS MC4R beta-arrestin complementation, luminescence; percent of melanotan II response, DMSO zero; 0.98% of 360,000 active; activation, % at 8.9 µM; P32245;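 active = activation above a per-plate cutoff, the mean activation of sample wells on that plate plus 3 SD, cut at about 8% in these data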
NCOA2 inhibitor: human SRC2 (NCOA2) inhibition; Q15596; HEK293 GAL4-SRC2 luciferase reporter, luminescence; inhibition, % at 9 µM; 0.17% of 370,000 active; AID 651957;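 active = inhibition above the mean inhibition of all tested compounds plus 3 SD, set per campaign, cut at about 52% in these data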;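 also: 0% = DMSO treated cells and 100% = cells given Gossypol at 36 µM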
ABHD5-PLIN5 inh: inhibitors of human ABHD5-perilipin-5 interaction. Q00G26+Q8WTS1. Split G. princeps luciferase complementation, luminescence, 4 h. inhibition, % at 4 µM. 0.78% of 360,000 active. AID 602281;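 active = inhibition above the mean inhibition across every tested compound plus 3 SD, cut at about 22% in these data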;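 also: 0% = DMSO only wells and the 100% control is not disclosed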
HTR2A ag: agonists of mouse serotonin 5-HT2A receptor (HTR2A); P35363; CHO-K1 mHTR2A beta-arrestin complementation, luminescence; percent of 30 µM serotonin response; activation, % at 7.6 µM; 0.66% of 360,000 active; AID 624169;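 active = activation above a run cutoff, the mean activation of all tested compounds plus 3 SD, cut at about 14% in these data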;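 also: 0% = plate median of compound wells and 100% = 30 µM serotonin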
Cardio protect: modulators protecting cardiomyocytes from myocardial damage; H9c2 cardiomyocytes, H2O2 injury protection, ATPLite, 2 h; protection from H2O2 cell death, % at 20 µM; 0.63% of 360,000 active;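 active = compounds giving at least 50% protection of heart cells from peroxide-induced death in the single-dose screen, raw or plate-pattern-corrected value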;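 also: 0% = DMSO wells with peroxide and 100% = DMSO wells without peroxide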
MC4R antag cAMP: human MC4R antagonism in cAMP assay. MC4R-expressing cells, MTII-stimulated cAMP, LANCE TR-FRET. AID 540295. 0.48% of 360,000 active. inhibition, % at 6.5 µM. P32245;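 active = inhibition above its plate's cutoff, the mean of tested wells on that plate plus 3 SD, cut at about 29% in these data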;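 also: 0% = Melanotan II alone and 100% = Melanotan II plus saturating MCL0020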
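Assay system: U2OS cells stably expressing human melanocortin 4 receptor (MC4R) / Dosing: 6.5 µM / Timing: compound 30 min, challenge 1 h, detection 1 h / Measured by: Eu-cAMP/anti-cAMP TR-FRET, emission 671 nm / Replicates: singlicate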
TLR9-MyD88 inh: inhibitors of human TLR9-MyD88 binding; Q9NR96+Q99836; CHO BLA complementation TLR9-MyD88, CCF4 FRET ratio; inhibition, % at 4.98 µM; 0.21% of 340,000 active; AID 504734;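 active = inhibition above the mean over all tested compounds plus 3 SD, cut at about 21% in these data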;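 also: 0% = DMSO only wells and 100% = clavulanate BLA inhibitor control wells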
N-glyco inh: N-linked glycosylation inhibition | D54 ERlucT glycosylation luciferase reporter, 24 h; percent of 100 nM tunicamycin response | reporter increase, % at 12.5 µM | 0.23% of 360,000 active;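 active = mean luciferase reporter signal, scaled so untreated is 0 and the glycosylation-blocking control 100, at or above a set limit in every replicate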;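 also: luciferase carries N-glycosylation sites so blocking glycosylation raises the light; 0% = median of neutral control wells and 100% = median of 100 nM tunicamycin wells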
NOD2 RIPK2 PPI: blocks binding of human NOD2 to RIPK2 | O43353 | CHO BLA complementation NOD2-RIPK2, CCF4 ratio | inhibition, % at 4.98 µM | 0.38% of 360,000 active | AID 624267; in the data active = inhibition above about 21%;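 also: 0% = vehicle only and 100% = reference blocker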
ABCB6 inh MLPCN: inhibitors of human ABC transporter ABCB6. K562-ABCB6 porphyrin accumulation, flow cytometry, 1 h; hits give low values. fluorescence ratio to DMSO, % at 10 µM. 0.19% of 360,000 active. AID 602162;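 active = fluorescence ratio to DMSO below 75%, the collection mean minus 3 SD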;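 also: signal is porphyrin accumulated inside mitochondria; 100% equals median channel fluorescence of DMSO control wells; lower ratio means ABCB6 inhibition with less porphyrin fluorescence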
Active calls of the source: *; nt = not tested or not shown; + = active, no number. A portion of the library, so the mix of outcomes need not match the whole.

Order of values: HTR2A ag, NCOA2 inhibitor, NOD2 RIPK2 PPI, MC4R barr agon, N-glyco inh, MC4R antag cAMP, Cardio protect, ABHD5-PLIN5 inh, TLR9-MyD88 inh, ABCB6 inh MLPCN
1	COc1ccc(CCNC(=O)COC(=O)Cc2ccccc2F)cc1
    1, 10, -8, 0.4, 3, 11, 2, -9, 2, 108
2	Cc1cccc(CC(=O)Nc2ccc(C(=O)N3CCOCC3)cc2)c1
    -3, -7, 11, -2.1, -1, 0, 1, -1, 15, 91
3	COP(=O)(OC)c1nc(-c2cccc3ccccc23)oc1N1CCCCC1
    4, 0, -6, -3.1, 0, 2, 0, 2, -19, 93
4	CCOC(=O)C1CSC(CC(=O)Nc2ccc(OC(F)(F)F)cc2)C(=O)N1 (centres undefined)
    -3, -27, 1, -1.7, 1, -1, -4, 0, -3, 93
5	CCCCN1C(=O)C(CC(=O)NCc2cccs2)CC(C(=O)N2CCOCC2)=C1C (centres undefined)
    12, -26, -4, -0.9, 2, 2, -6, -1, 2, 108
6	CCN(Cc1nc2ccccc2c(=O)[nH]1)C(=O)COc1ccccc1-c1ccccc1
    -8, -8, 4, 1.1, -3, 11, 6, -9, 2, 100
7	CC(C)NC(=O)N(C)C[C@@H]1Oc2c(NC(=O)C3CCOCC3)cccc2C(=O)N([C@@H](C)CO)C[C@H]1C
    0, -14, 10, -1.2, 3, -4, 4, 0, 0, 101
8	CCCCOc1ccc(C(=O)N(CC)CC(=O)NCc2cccs2)cc1
    -4, 3, -5, -0.7, 3, -2, -4, 6, 5, 94
9	NC(=O)C1CCN(C(c2ccccc2Cl)c2nnnn2Cc2ccc3c(c2)OCO3)CC1 (centres undefined)
    2, -13, -2, -2.1, 1, 0, -7, 6, 5, 98
10	O=C(CCNC(=O)C1CCN(S(=O)(=O)c2ccc(F)cc2)CC1)NCc1ccccn1
    3, 5, -3, 0.3, 2, 6, 4, 11, -2, 97
11	CCc1noc(C)c1C(=O)N1CCN(S(=O)(=O)c2ccc(C)cc2C)CC1
    -1, 8, -3, 1.9, -1, 1, 5, 0, 5, 101
12	CCn1c(CSc2nc3ccccc3s2)nnc1SCC(=O)c1ccc2c(c1)OCCO2
    3, -57, -9, -2.0, -1, -2, 0, 0, 4, 96
13	CCCC[C@@H]1CN=C(N)N1CCCC
    4, 23, -5, 0.1, 1, 7, -4, 1, -5, 96
14	Cc1ccc(-n2ncc3c(SCC(=O)Nc4cc(C)on4)ncnc32)c(C)c1
    2, 5, -16, -0.9, 2, 12, -5, -4, 15, 92
15	CCc1c(C)nc2c(C)cccc2c1SCCC#N
    0, 23, 1, -2.8, -2, 10, -3, -5, -2, 100

(cont.)
Order of values: HTR2A ag, NCOA2 inhibitor, NOD2 RIPK2 PPI, MC4R barr agon, N-glyco inh, MC4R antag cAMP, Cardio protect, ABHD5-PLIN5 inh, TLR9-MyD88 inh, ABCB6 inh MLPCN
16	COc1cccc(/C=C/c2nc(C#N)c(NCC(C)C)o2)c1
    -1, -12, -9, 2.3, 1, 6, -5, -1, -34, 98
17	CCCCC(=O)N/N=C/c1ccc(-c2ccc([N+](=O)[O-])cc2)o1
    -2, -32, 9, -1.6, 0, -8, 3, 2, 17, 93
18	Cc1ccc(C(=O)Nc2cc(C(F)(F)F)ccc2-n2cncn2)o1
    -1, 4, 0, -3.3, -3, 9, 11, 0, 5, 96
19	COc1ccccc1CCNC(=O)C(=O)Nc1cc2c3c(c1)CC(=O)N3CCC2
    3, -9, 1, 1.5, -2, 0, 3, 4, 0, 97
20	c1ccc2c(c1)CCN2CCN1CCc2ccccc21
    -3, -25, 0, -0.1, -1, 10, -4, -5, 1, 222
21	CCN(c1ccccc1)S(=O)(=O)c1ccc(OC)c(NC(=O)C2CC2)c1
    5, -9, -3, -1.1, -1, 5, -2, 0, -8, 97
22	CN(Cc1ccc(F)cc1)C(=O)c1cc(S(=O)(=O)N2CCCCC2)ccc1N1CCOCC1
    2, 4, -9, -2.0, 2, 2, 4, -5, -8, 99
23	CCC(=O)N1CCc2cc(S(=O)(=O)NCCc3ccc(S(N)(=O)=O)cc3)ccc21
    4, -7, -10, -0.2, 1, 3, -6, -2, -3, 97
24	COc1cc2c(cc1OC)CN(C(=O)C(CCSC)NS(=O)(=O)c1ccc(C)cc1)CC2 (centres undefined)
    2, 3, -2, -1.1, 3, 4, 8, 3, -11, 95
25	CCN(c1ccccc1)S(=O)(=O)c1cc(C(=O)Nc2ccccc2Cl)ccc1F
    -1, -1, -5, 1.8, -4, 7, -9, 0, 0, 99
26	CC1CCCN(CC(O)COc2ccc(S(=O)(=O)N3CCCC3)cc2[N+](=O)[O-])C1 (centres undefined)
    -3, 1, -11, -0.6, -2, -1, -10, -2, -2, 100
27	Cc1ccc(C(=O)OCc2nc3ccccc3s2)o1
    0, -44, -11, -3.9, 0, 0, -5, 14, -4, 97
28	CCS(=O)(=O)N1CCN(Cc2ccccc2OC)CC1
    5, 3, 2, -0.4, -1, 8, 10, 5, 7, 105
29	COc1cccc(/C(C)=N/Nc2ncc(Cl)cc2Cl)c1
    -1, -57, 1, 0.8, -1, -4, 3, -1, 0, 86
30	CC1CCCCN1C(=O)NC1CC(=O)N(c2ccc3c(c2)OCCO3)C1 (centres undefined)
    -3, -7, -2, -4.0, 1, 1, -1, 1, 1, 98

(next part)
Order of values: HTR2A ag, NCOA2 inhibitor, NOD2 RIPK2 PPI, MC4R barr agon, N-glyco inh, MC4R antag cAMP, Cardio protect, ABHD5-PLIN5 inh, TLR9-MyD88 inh, ABCB6 inh MLPCN
31	CNCC(=O)N(CC(C)C)c1c(N)n(CC(C)C)c(=O)[nH]c1=O
    2, -6, 1, -2.3, 1, -2, 2, 2, -7, 95
32	O=C(COC(=O)c1ccc2c(=O)n3c(nc2c1)CCC3)Nc1ccc(OC(F)F)cc1
    -1, -19, -15, -3.2, 2, 30*, -6, 4, -5, 82
33	CCOC(=O)c1c(NC(=O)CCS(=O)(=O)c2ccccc2)sc2c1CCN(C(C)C)C2
    -2, 4, 6, -3.1, -8, 7, 3, -4, -7, 98
34	COc1ccccc1C(c1c(N)n(C)c(=O)n(C)c1=O)C(C)[N+](=O)[O-] (centres undefined)
    -4, -19, -2, -0.1, 3, 25, 4, 9, nt, 101
35	O=C(/C=C/[C@H]1O[C@@H](n2ccc(=O)[nH]c2=O)[C@H](O)[C@@H]1O)NCCc1cccs1
    -2, -3, 2, nt, 1, nt, 2, 5, nt, 99
36	COc1cccc(/C=N/NC(=O)c2cc(-c3ccccn3)nc3ccccc23)c1O
    -2, 49, 4, -0.9, -10, 2, 58*, -4, -3, 96
37	O=C(O)CNC(=O)c1ccccc1Br
    -1, -20, -3, 0.8, 0, 21, 8, -8, -6, 94
38	CC1(C(=O)Nc2ccc3[nH]ncc3c2)CCN1C(=O)Cc1ccc(-c2ccccc2)cc1 (centres undefined)
    -5, 25, 1, 1.5, -6, 4, -23, -10, nt, 94
39	O=C(Cc1ccc(Cl)cc1)N1CCC2(CC1)NCCc1[nH]cnc12
    -16, -65, -7, -1.9, -2, 0, 4, -3, 1, 98
40	N#CCC(=O)NC1CCC(CC2CCC(NC(=O)CC#N)CC2)CC1 (centres undefined)
    2, -5, -13, -0.1, -1, -2, 0, 7, -1, 97
41	CC(=O)c1ccc(NC(=S)N2CCN(CCO)CC2)cc1
    2, -4, 5, -2.4, 2, 3, 9, -1, -2, 97
42	CNc1nc2ccccc2n1/N=C/c1cccc(OC)c1OC
    -1, 2, -2, 0.3, -2, 3, 4, -5, -12, 100
43	CC(=O)Nc1ccc(S(=O)(=O)N2CCN(Cc3cccnc3)CC2)cc1
    -3, 8, -8, -0.5, 5, 1, 3, 0, -1, 100
44	COc1ccc(OC)c(S(=O)(=O)n2cccn2)c1
    -1, 21, -10, -0.7, 0, -2, -8, 0, -5, 100
45	O=C(Cc1ccccc1F)Nc1cc(S(=O)(=O)N2CCCCC2)ccc1N1CCOCC1
    -5, 2, 3, -1.3, 5, 10, 10, 1, -4, 102

(listing goes on)
Order of values: HTR2A ag, NCOA2 inhibitor, NOD2 RIPK2 PPI, MC4R barr agon, N-glyco inh, MC4R antag cAMP, Cardio protect, ABHD5-PLIN5 inh, TLR9-MyD88 inh, ABCB6 inh MLPCN
46	Cc1ccc(NC(=O)CCC(=O)NN=Cc2ccc(C)o2)c(C)c1
    -3, 11, 0, -1.1, 1, 0, 0, -3, nt, 100
47	CCN(CC(=O)Nc1c(F)cccc1F)C(=O)c1cc(S(=O)(=O)N(C)C)ccc1N1CCCC1
    -5, 17, -1, -0.9, 2, 15, 7, 4, -8, 99
48	S=c1[nH]nc(COc2ccc(Cl)cc2)n1C1CCCCC1
    8, -2, 0, 11*, 2, 4, -8, -19, 6, 101
49	O=c1sc(N2CCN(c3ccc(F)cc3)CC2)nc2ccsc12
    3, -16, 9, 5.7, -2, +, -8, -2, 3, 98
50	CCc1nc(C)cn1S(=O)(=O)c1ccc2c(c1)OCCO2
    0, 0, -2, 0.7, -1, 0, 4, 1, 0, 99
51	Cc1cc(C)c2nc(SCC(=O)N(C)C3CCS(=O)(=O)C3)cc(C)c2c1 (centres undefined)
    1, -19, -4, 1.9, -2, 11, nt, -8, -6, 101
52	Cc1c(Cl)cccc1NC(=O)CNC(=O)c1ccco1
    3, 20, 4, 0.4, -1, 4, 7, 2, -4, 103
53	CCOC(=O)C1=CCN(S(=O)(=O)c2cccc(Cl)c2)C1c1ccccc1 (centres undefined)
    -1, 9, -17, nt, 0, nt, 2, -1, nt, 100
54	COc1cccc(-n2c(C)nn(C)c2=O)c1
    2, nt, 9, -2.4, 1, 6, 3, -3, 2, 97
55	COc1ccccc1C1CN=NC12CCCc1ccccc1C2=O (centres undefined)
    -3, 6, 14, 1.2, -3, 4, 7, -7, -14, 100
56	CCOc1ccc(OCCOC(=O)CN(C)S(=O)(=O)c2ccc(NC(C)=O)cc2)cc1
    3, -21, 9, -2.5, 2, 21, 1, -5, 7, 91
57	C[C@H](NC(=O)C1CCN(S(=O)(=O)c2ccccc2)CC1)C(=O)NCc1ccccn1
    -5, -19, -7, -2.0, 1, 12, -2, 9, -6, 97
58	O=C(c1cc(Cl)nc2ccccc12)N1CCc2ccccc2C1
    2, 2, 4, -2.4, -3, 4, -3, -2, 0, 96
59	O=C(Nc1ccc(S(=O)(=O)N2CCCC2)cc1)C1CCCN1C(=O)c1cccs1 (centres undefined)
    -2, -8, 1, -2.5, 1, -2, 0, 3, -3, 99
